# inhibitors of VEEV: inhibitors of VEEV TC-83 cytopathic effect, confirmation, Vero cells (AID 588727). Vero cells, VEEV TC-83 cytopathic effect inhibition; higher % means a stronger effect. one-dose inhibition, % at 20 µM; IC50 in µM for titrated hits. 350,000 compounds, 0.13% hits; in the data active = a potency from the dose series; inconclusive = inhibition mostly from about 14% at the one dose, without a potency; inactive = the rest, 99 in 100 with inhibition below about 12%; note: strong numbers were not always called active
# M. tuberculosis: growth inhibition of non-replicating M. tuberculosis (AID 488890); Mycobacterium tuberculosis non-replicating, growth inhibition; higher % means a stronger effect; one-dose inhibition, % at 25 µM; IC50 in µM for titrated hits; 320,000 compounds, 0.39% hits; in the data active = a potency from the dose series; inconclusive = inhibition mostly from about 82% at the one dose, without a potency; inactive = the rest, 99 in 100 with inhibition below about 76%;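 note: plate controls were DMSO cells for no effect and high antibiotic wells for full effect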
# influenza NS1A: H1N1 influenza NS1A inhibitors, functional cell based assay (AID 504329); one-dose inhibition, % at 12.5 µM; IC50 in µM for titrated hits; 340,000 compounds, 0.3% hits; NS1A functional cell-based assay, percent inhibition; higher % means a stronger effect; in the data active = a potency from the dose series; inconclusive = inhibition above about 27% without an active follow-up result; note: strong numbers were not always called active
# M. tuberculosis HTS: M. tuberculosis growth inhibition, HTS (AID 449762). M. tuberculosis H37Rv growth inhibition, 7H9 media; higher % means a stronger effect. inhibition, % at 25 µM, or IC50 in µM where a hit was titrated. 330,000 compounds, 0.59% hits; in the data active = a potency from the dose series; inconclusive = inhibition above about 70% without an active follow-up result;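 note: bacterial growth assessed after seven days of incubation; strong numbers were not always called active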
# PhoP GFP inhibition: PhoP regulon inhibitors, Salmonella typhi PhoP promoter GFP reporter, confirmatory (AID 1850); Salmonella Typhi PhoP-promoter GFP reporter, fluorescence, 4 h; higher % means a stronger effect; inhibition, % at 50 µM; hits with a dose series show IC50 in µM; 310,000 compounds, 0.33% hits; in the data active = a potency from the dose series; inconclusive = inhibition mostly from about 25% at the one dose, without a potency; inactive = the rest, 99 in 100 with inhibition below about 19%;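 note: 0% = induced wells with vehicle and 100% = uninduced wells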
# The depositor's hits bear a star; i = inactive; ? = inconclusive; . = not tested or not shown. Rows were taken by chance; overall some 1.5% were active at least once.
SMILES,inhibitors of VEEV,M. tuberculosis,influenza NS1A,M. tuberculosis HTS,PhoP GFP inhibition
O=C(CN(Cc1ccccc1)C(=O)CCC(=O)Nc1ccccn1)NCc1ccc(F)cc1,1.4%,3%,9%,5%,-14%
COc1ccc(C2/C(=C(/O)c3ccccc3)C(=O)C(=O)N2c2ccccn2)cc1OC (centres undefined),1.5%,-22%,-1%,-5%,7%
O=C(COC(=O)CNC(=O)C1CCCCC1)Nc1ccc(F)c([N+](=O)[O-])c1,i,1%,-7%,1%,.
O=C1C(=O)N(CC2CCCO2)C(c2ccccc2[N+](=O)[O-])/C1=C(/O)c1ccccc1 (centres undefined),0.6%,23%,3%,-3%,-5%
O=C(NC1CCCCCCC1)NC1CCCCC1,i,14%,2%,16%,-5%
Cc1nccn1-c1c2c(c(C#N)c3nc4ccccc4n13)CCC2,.,8%,.,0%,9%
CCN(C(=O)COC(=O)CCCc1nc2ccccc2s1)c1c(N)n(Cc2ccccc2)c(=O)[nH]c1=O,3.0%,.,-10%,.,.
COc1ccccc1NC(=O)CN1CCN(CC(=O)Nc2ccccc2Cl)CC1,0.3%,4%,5%,-3%,-3%
CCOC(=O)C1C(=O)NC(c2ccccc2)=NC1c1ccc(F)cc1 (centres undefined),1.0%,-8%,-4%,-11%,2%
N=C1c2ccccc2CN1NC(=O)c1cccc(S(=O)(=O)N2CCCCC2)c1,0.6%,-5%,5%,3%,-14%
Cc1ccc(NC(=O)c2ccc3c(c2)OCCO3)cc1,0.0%,25%,7%,4%,-19%
O=C(CCN1C(=O)/C(=C/c2ccccc2F)SC1=S)NC1C=CS(=O)(=O)C1 (centres undefined),0.2%,3%,2%,9%,-27%
C/C(=N\NC(=O)C(C)Sc1ccccc1)c1ccc([N+](=O)[O-])cc1 (centres undefined),0.7%,1%,10%,-8%,6%
Cc1cc(C)c(N2C(=NC(=O)CCCC(=O)O)SC3CS(=O)(=O)CC32)c(C)c1 (centres undefined),1.0%,-21%,-6%,-9%,1%
C/C(=N\O)c1ncc(C(F)(F)F)cc1Cl,1.3%,-5%,7%,4%,-20%
CNC(=O)Oc1ccccc1OC(C)C,0.7%,.,-8%,.,.
O=P(O)(O)c1cc(-c2ccccc2)oc1-c1ccccc1,1.0%,-7%,8%,-1%,-12%
CCN(CC)c1ccc(C(=O)OCC(=O)N(C)Cc2ccccc2)cc1,3.7%,26%,3%,4%,1%
O=C(CN1C(=O)NC2(CCCCCC2)C1=O)NC1CC1,0.1%,-15%,-11%,-9%,2%
Cc1ccc(C(=O)NCC(C)NC(=O)c2ccc(C)c([N+](=O)[O-])c2)cc1[N+](=O)[O-] (centres undefined),6.0%,-3%,-17%,-1%,-4%
Cc1ccccc1NCC(=O)c1ccc(Br)cc1,1.2%,64%,4%,-8%,-1%
O=C(NC1CCCCCC1)c1cc2n(n1)C(C(F)(F)F)CC(c1ccco1)N2 (centres undefined),i,6%,9%,4%,5%
N#CC1=C(S)N(c2ccccc2)C2(CCCCC2)NC1=O,0.4%,23%,-7%,-10%,-11%
COC(=O)c1ccc(NC(=O)C(C)Oc2ccccc2)cc1 (centres undefined),1.9%,29%,-5%,-3%,-17%

# Pulled by structure from the entries so far:
SMILES,inhibitors of VEEV,M. tuberculosis,influenza NS1A,M. tuberculosis HTS,PhoP GFP inhibition
Cc1ccccc1NCC(=O)c1ccc(Br)cc1,1.2%,64%,4%,-8%,-1%
CNC(=O)Oc1ccccc1OC(C)C,0.7%,.,-8%,.,.

# Next section:
SMILES,inhibitors of VEEV,M. tuberculosis,influenza NS1A,M. tuberculosis HTS,PhoP GFP inhibition
CCOC(=O)c1c(CC(C)C)csc1NC(=O)COC(=O)c1cc(OC)c(OC)cc1[N+](=O)[O-],0.5%,-3%,1%,-4%,-3%
CCN(CC(=O)Nc1c(F)cccc1F)C(=O)C1CC(=O)N(CCc2ccc(OC)c(OC)c2)C1 (centres undefined),1.9%,2%,-18%,0%,.
CC(C)[C@H](NC(=O)c1ccccc1Cl)C(=O)Nc1ccc(S(=O)(=O)Nc2nccs2)cc1,1.8%,64%,-12%,3%,.
CCCn1c(C)cc(/C=C(\C#N)C(=O)OCC(=O)Nc2cccc(S(N)(=O)=O)c2)c1C,5.0%,27%,-7%,-8%,.
Cc1ccc(C(C)C)c(O)c1,i,0%,-18%,0%,17%
Cc1cccn2c(=O)nc(SCC(=O)NCc3ccco3)nc12,1.3%,-10%,-8%,-9%,2%
CCCCCn1c(CN2CCN(c3cccc(Cl)c3)CC2)nc2c1c(=O)[nH]c(=O)n2C,i,32%,4%,95%,-7%
O=C(O)CCCCCNC(=O)c1ccccc1Br,1.3%,0%,5%,0%,0%
CC(Oc1cccnc1[N+](=O)[O-])C(=O)Nc1cccc(Cl)c1 (centres undefined),6.2%,15%,-1%,-10%,.
O=C(Cn1cnc2ccc(Br)cc2c1=O)c1cccs1,9.3%,0%,-13%,0%,-4%
O=C(Cn1cnc2ccccc2c1=O)c1cccs1,1.6%,-2%,-11%,-2%,0%
O=C(NC1CCCc2ccccc21)c1cccnc1 (centres undefined),1.1%,4%,6%,1%,-2%
c1ccc(SCc2nc3ccccc3[nH]2)cc1,1.9%,-5%,1%,-4%,-13%
O=C(Cn1c(=O)c2cccn2c2ccc(F)cc21)NCCCN1CCN(c2ccccc2F)CC1,1.8%,32%,6%,4%,-7%
Cc1ccc(-c2nc(S(=O)(=O)c3ccc(F)cc3)c(SCC(=O)NCC3CCCO3)o2)cc1 (centres undefined),4.1%,-3%,-11%,3%,-9%
CN1C(=O)c2ccccc2Sc2ccc(C(=O)N3CCC4(CC3)OCCO4)cc21,0.9%,2%,-3%,-2%,-1%
COc1ccc(/C=C/C(=O)NC(=S)NNC(=O)Cc2cccs2)cc1,7.7%,60%,9%,4%,-10%
Cc1ccc(OP(N)(=O)Oc2ccc(C)cc2)cc1,2.2%,14%,-2%,-6%,1%
CCOC(=O)CCc1c(C)nc(SCC(=O)O)c(C#N)c1C,1.2%,-14%,-1%,-2%,-14%
Cc1ccc(Cl)cc1N1CCN(C(=O)CN(c2ccccc2)S(=O)(=O)N(C)C)CC1,5.3%,2%,1%,-10%,6%
COc1cc2c(cc1OC)C(c1cccs1)N(C(=O)c1cccc(S(=O)(=O)N(C)C)c1)CC2 (centres undefined),i,14%,-9%,-13%,1%
CCCCNC(=O)c1ccccc1NC(=O)C1=C(C)OCCS1,0.6%,5%,-2%,-5%,-4%
O=C(COC(=O)CNC(=O)c1ccccc1Cl)Nc1ccccc1Cl,1.4%,-7%,4%,-15%,.
CN1OC[C@@H]2CN[C@H](c3cccc(-c4cc(Cl)cc(Cl)c4)c3)C[C@@H]21,i,.,8%,.,.
CCOC(=O)/C=C1\SCC(=O)N1CC(=O)NCc1ccc(OC)c(OC)c1,1.1%,-15%,-17%,-11%,3%
CC(C)c1ccc(NC(=O)C2CC3CCC2C3)cc1 (centres undefined),1.9%,67%,-8%,2%,0%
CC(C)(C)c1ccc(C(=O)NCC(=O)N/N=C/c2ccccc2OCC(=O)O)cc1,0.7%,-2%,-7%,0%,9%
COc1ccc(/C=C/CN2CCN(Cc3ccccc3)C(CCO)C2)cc1 (centres undefined),0.1%,26%,-1%,18%,-9%
COc1ccc(CCNC(=O)C/C(C)=N/NC(=O)C23CC4CC(CC(C4)C2)C3)cc1OC,2.1%,6%,1%,-7%,4%
CCOc1ccc(/C=N/N(C)c2ccccc2)cc1OC,4.0%,30%,-11%,?,-2%
COc1ccc(/C=C(/NC(=O)c2ccccc2)C(=O)NC2CCS(=O)(=O)C2)cc1 (centres undefined),0.9%,5%,8%,2%,-18%
Cc1ccc(S(=O)(=O)N2CCN(CC(=O)Nc3ccnn3C3CCCC3)CC2)cc1,i,-18%,-9%,4%,.
CCCCNc1c(-c2ccc(SC(C)CC)c(OC)c2)nc2ccc(C)cn12 (centres undefined),?,72%,3%,?,2%
O=C(CCl)NC(=O)NC12CC3CC(CC(C3)C1)C2,?,?,-5%,?,-10%
CCCCCSc1cc(OC)c(CCNC)cc1OC,2.9%,52%,12%,5%,89µM*
CC1(C)CC(=O)C(C=NCCCn2ccnc2)=C(O)C1,0.9%,-11%,-9%,-8%,3%

# Copied from the listing (3 entries):
SMILES,inhibitors of VEEV,M. tuberculosis,influenza NS1A,M. tuberculosis HTS,PhoP GFP inhibition
CCOC(=O)/C=C1\SCC(=O)N1CC(=O)NCc1ccc(OC)c(OC)c1,1.1%,-15%,-17%,-11%,3%
CC(C)c1ccc(NC(=O)C2CC3CCC2C3)cc1 (centres undefined),1.9%,67%,-8%,2%,0%
CC(C)(C)c1ccc(C(=O)NCC(=O)N/N=C/c2ccccc2OCC(=O)O)cc1,0.7%,-2%,-7%,0%,9%

# The list continues.
SMILES,inhibitors of VEEV,M. tuberculosis,influenza NS1A,M. tuberculosis HTS,PhoP GFP inhibition
Cc1ccc(N2C(=O)/C(=C/c3ccc(CN(CCC#N)S(C)(=O)=O)o3)C(=O)NC2=S)cc1C,.,41%,.,4%,1%
CC1CCc2c(sc(/N=C/N(C)C)c2C#N)C1 (centres undefined),0.4%,23%,7%,62%,3%
O=C(Nc1ccc(C(=O)NCc2ccccc2)cc1)C1=CSCCO1,5.0%,37%,-5%,3%,2%
Cc1ccc(N=C2c3ccccc3C(=O)C2[N+](=O)[O-])cc1C (centres undefined),1.1%,77%,-4%,24%,-8%
O=C(Nn1cnc2ccccc2c1=O)c1c(F)cccc1F,i,-4%,4%,7%,3%
CC1CN(CCC(=O)Nc2ccc3c(c2)CCC3)CC(C)O1 (centres undefined),0.9%,-5%,-5%,0%,0%
CC1(C)C2([N+](=O)[O-])CN3CC1([N+](=O)[O-])CN(C2)C3c1ccccc1 (centres undefined),i,-10%,6%,1%,-3%
Cc1ccc(-c2ccc(SCC(=O)c3ccccc3)nn2)cc1,1.3%,54%,19%,3%,-16%
COc1ccc(OC)c(NC(=O)C2CCN(S(=O)(=O)c3ccc4c(c3)CC(C)N4C(C)=O)CC2)c1 (centres undefined),1.1%,18%,6%,0%,-2%
CCC(C(=O)NC1CCCC1)N(C(=O)c1snc(C(N)=O)c1N)c1ccc2c(c1)OCCO2 (centres undefined),2.6%,24%,0%,3%,-8%
COc1ccc(-n2ccnc2SCC(=O)NCc2ccc(F)cc2)c(OC)c1,0.5%,9%,-2%,4%,5%
CCCCn1c(=O)c(CCC(=O)OCC(=O)NC(=O)NCCOC)nc2ccccc21,1.5%,10%,-7%,-4%,-13%

# The last 3 entries of the part before are carried over, then new ones follow.
SMILES,inhibitors of VEEV,M. tuberculosis,influenza NS1A,M. tuberculosis HTS,PhoP GFP inhibition
CCC(C(=O)NC1CCCC1)N(C(=O)c1snc(C(N)=O)c1N)c1ccc2c(c1)OCCO2 (centres undefined),2.6%,24%,0%,3%,-8%
COc1ccc(-n2ccnc2SCC(=O)NCc2ccc(F)cc2)c(OC)c1,0.5%,9%,-2%,4%,5%
CCCCn1c(=O)c(CCC(=O)OCC(=O)NC(=O)NCCOC)nc2ccccc21,1.5%,10%,-7%,-4%,-13%
Cc1cc(C(=O)NCCc2ccccc2)ccc1[N+](=O)[O-],0.8%,16%,-5%,1%,1%
Cc1ccc(C)c(NS(=O)(=O)c2cc(C(=O)NCc3ccccn3)ccc2Cl)c1,1.8%,19%,-3%,-3%,-3%
O=C(NNC(=S)NC(=O)c1ccc(Br)cc1)c1ccc([N+](=O)[O-])cc1,3.5%,?,-1%,?,0%
COP(=O)(OC)c1nc(-c2cccc3ccccc23)oc1N1CCOCC1,2.5%,-13%,18%,8%,0%
CC(NC(=O)CC1CCCCC1)c1ccccc1 (centres undefined),i,-7%,-1%,6%,5%
O=c1c2[nH]c3ccccc3c2ncn1Cc1ccccn1,2.3%,-8%,9%,3%,-4%
COC(=O)c1cn(-c2ccc(F)cc2)c(=O)c2ccccc12,0.8%,11%,-3%,13%,12%
O=C(O)CCC(=O)Nc1ccc(-c2csc(Nc3cccc4ccccc34)n2)cc1,6.8%,-3%,6%,2%,.
CCOc1cc(S(=O)(=O)n2cnc(C)c2)ccc1Cl,0.3%,10%,2%,-3%,2%
COCCN(C(=O)COC(=O)COc1ccc(Cl)c(C)c1)c1c(N)n(Cc2ccccc2)c(=O)[nH]c1=O,0.7%,14%,-9%,-15%,-3%
Cc1c(OC(C)C(=O)N2C[C@H]3C[C@@H](C2)c2cccc(=O)n2C3)ccc2c3c(c(=O)oc12)CCCC3 (some centres undefined),1.5%,12%,4%,-2%,8%
CCN1CCC2(CCN(C(=O)c3cc(COc4cc(C)ccc4C)on3)C2)C1 (centres undefined),1.9%,64%,10%,?,3%
CC(C)C[C@@H]1CN=C(N)N1C[C@@H]1CCCN1C[C@@H](C(C)C)N1C[C@@H](Cc2ccccc2)N(CCCC2CCCC2)C1=N,1.7%,?,1%,?,.
CCOC(=O)c1ccccc1NC(=O)c1c(O)c2ccccc2n(CC)c1=O,8.1%,11%,-12%,4%,7%

# Source: PubChem (Southern Research Specialized Biocontainment Screening Center)
